Screening results from PubChem BioAssay.
APE1 inh: qHTS Assay for Inhibitors of the Human Apurinic/apyrimidinic Endonuclease 1 (APE1) | DNA repair nuclease/redox regulator APEX1 (Homo sapiens), P27695 | recombinant APE1, TAMRA/BHQ-2 abasic DNA cleavage fluorescence | Potency, µM (top dose mostly 65.8 µM), for the others: top-dose activity change, negative = inhibition, most hits filed as inhibitors | hit rate 0.35% among 350,000;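 also: plate controls were vehicle for no effect and reference inhibitor for full effect; nearly all actives have a fitted effect of over 55% in size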
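0.75 nM APE1 + cpd, 15 min RT; start w/ 50 nM TAMRA/BHQ-2 THF-abasic dsDNA; kinetic fluor 525/598 nm ×3 reads @60 s; Δ(read3−read1); normalized to DMSO and NSC13755 control wells.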
Pol iota inh: qHTS for Inhibitors of Polymerase Iota; hit rate 1% among 390,000; DNA polymerase iota (Homo sapiens), Q9UNA4; Pol iota fluorescent replication assay, 10 min; Potency, µM (titrated, usually from 115 µM), inactives show at the highest dose activity, negative = inhibition, most hits filed as inhibitors
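Pol iota at 10 nM preincubated 15 min with compounds at room temperature; reaction started with fluorescent substrate, 50 nM final. Fluorescence read kinetically at 0 and 10 min; buffer-only wells as negative control.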
G9a block: qHTS Assay for Inhibitors of Histone Lysine Methyltransferase G9a; Histone-lysine N-methyltransferase EHMT2 (Homo sapiens), Q96KQ7; G9a H3K9 monomethylation, AlphaScreen, 2 h; hit rate 8.8% among 350,000; Potency, µM (doses to about 102 µM), for inactives: at the highest dose activity, negative = inhibition, most hits filed as inhibitors; also: % is scaled to controls: 0 for no effect and ±100 for the full control effect; nearly all actives have a fitted effect of over 75% in size
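Methyltransferase reactions run at room temperature for 2 h (20 nM enzyme, 500 nM biotin-H3K9 peptide, 20 uM SAM) after a 15 min compound preincubation; product detected by AlphaScreen beads and anti-H3K9me1 antibody.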
Apoferritin bind: qHTS Assay for Identification of Novel General Anesthetics. apoferritin/1-aminoanthracene competitive binding, fluorescence. Potency, µM (titrated, usually from 77.5 µM), without a hit: at the top dose activity change, negative = displacement, hits mostly inhibitors. hit rate 0.074% among 350,000. AID 485281, 2010; also: % is scaled to controls: 0 for no effect and ±100 for the full control effect; nearly all actives have a fitted effect of over 20% in size
Target sequence (P02791 2-175 limits assumed): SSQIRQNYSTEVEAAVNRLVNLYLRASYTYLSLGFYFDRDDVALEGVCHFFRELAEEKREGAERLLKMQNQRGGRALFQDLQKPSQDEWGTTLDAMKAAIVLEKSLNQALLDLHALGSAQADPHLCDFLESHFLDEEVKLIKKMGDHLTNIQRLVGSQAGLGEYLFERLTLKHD
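Read-out: endpoint 1-AMA fluorescence, excitation 380 nm and emission 535 nm, after compounds sit 10 min at room temperature with 10 uM horse-spleen apoferritin in 50% saturated 1-AMA/PBS. Values come from four-parameter Hill fits.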
POLB inh: qHTS Assay for Inhibitors of DNA Polymerase Beta. hit rate 1.3% among 340,000. Potency, µM (series often up to 114 µM), for the others: top-dose activity change, negative = inhibition, most hits filed as inhibitors. Pol beta primer extension/strand displacement, fluorescence kinetic; also: % is scaled to controls: 0 for no effect and ±100 for the full control effect
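Human Pol beta at 10 nM; strand-displacement substrate 50 nM final. Compound exposure 15 min at room temperature before start, reaction 10 min at room temperature.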
POLH inh: qHTS for Inhibitors of Polymerase Eta | DNA polymerase eta (Homo sapiens), Q9Y253 | recombinant Pol eta, fluorescent DNA replication assay | AID 588591, 2011 | hit rate 1.2% among 390,000 | Potency, µM (highest dose often 114 µM), for the others: top-dose activity change, negative = inhibition, actives largely listed as inhibitors; also: % is scaled to controls: 0 for no effect and ±100 for the full control effect
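Fluorescent replication assay: 50 nM final substrate added after a 15 min room-temperature compound preincubation with 10 nM enzyme. Signal taken at 0 min and again at 10 min.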
BAZ2B inh: qHTS Assay for Inhibitors of BAZ2B | Bromodomain adjacent to zinc finger domain protein 2B (Homo sapiens), Q9UIF8 | AlphaScreen BAZ2B-H3K14Ac peptide displacement | Potency, µM (series often up to 114 µM), for the others: top-dose activity change, negative = inhibition, most hits filed as inhibitors | hit rate 4.4% among 360,000 | AID 504333, 2011; also: % is scaled to controls: 0 for no effect and ±100 for the full control effect; nearly all actives have a fitted effect of over 60% in size
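AlphaScreen displacement: compounds (up to 110uM) incubated 30 min at room temperature with a preformed 50 nM BAZ2B/50 nM biotinylated H3K14Ac peptide complex in PBS pH 7.4 with Tween-20. Donor and acceptor beads at 10 ug/mL final added, 20 min light-protected before reading.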
POLK inh: qHTS for Inhibitors of Polymerase Kappa. DNA polymerase kappa (Homo sapiens), Q9UBT6. purified Pol kappa, fluorescent DNA synthesis assay, 10 min. Potency, µM (titrated, usually from 107 µM), for inactives: top-dose activity, negative = inhibition, usual class: inhibitors. hit rate 0.53% among 400,000. AID 588579, 2011; also: % is scaled to controls: 0 for no effect and ±100 for the full control effect
Target sequence (Q9UBT6 whole entry, looked up): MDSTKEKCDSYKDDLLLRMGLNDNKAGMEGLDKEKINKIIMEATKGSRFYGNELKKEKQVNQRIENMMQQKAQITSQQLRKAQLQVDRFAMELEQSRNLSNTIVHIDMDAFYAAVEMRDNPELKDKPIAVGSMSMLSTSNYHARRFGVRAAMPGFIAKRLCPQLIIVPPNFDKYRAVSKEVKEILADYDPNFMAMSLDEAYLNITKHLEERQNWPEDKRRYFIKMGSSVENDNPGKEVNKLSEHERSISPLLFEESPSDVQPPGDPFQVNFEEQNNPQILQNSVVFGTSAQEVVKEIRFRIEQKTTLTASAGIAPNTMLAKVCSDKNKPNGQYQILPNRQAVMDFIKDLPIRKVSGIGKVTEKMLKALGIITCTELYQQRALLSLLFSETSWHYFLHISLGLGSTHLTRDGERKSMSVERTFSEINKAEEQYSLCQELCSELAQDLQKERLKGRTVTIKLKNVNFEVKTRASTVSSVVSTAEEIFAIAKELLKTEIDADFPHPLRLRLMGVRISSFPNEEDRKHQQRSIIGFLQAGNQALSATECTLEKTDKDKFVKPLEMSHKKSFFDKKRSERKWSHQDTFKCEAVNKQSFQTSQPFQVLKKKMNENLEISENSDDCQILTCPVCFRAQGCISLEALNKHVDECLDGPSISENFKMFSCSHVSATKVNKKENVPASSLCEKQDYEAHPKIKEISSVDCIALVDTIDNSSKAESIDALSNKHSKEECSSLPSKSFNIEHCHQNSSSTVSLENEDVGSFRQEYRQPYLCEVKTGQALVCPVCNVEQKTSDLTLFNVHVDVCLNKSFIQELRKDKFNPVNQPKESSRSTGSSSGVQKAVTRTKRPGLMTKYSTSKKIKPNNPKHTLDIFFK
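Inhibition of 10 nM Pol kappa is measured by a fluorescent read-out at 0 and 10 min following addition of 50 nM substrate (final), with a 15-min room-temperature compound preincubation.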
BLM helicase inh: qHTS Assay for Inhibitors of Bloom's syndrome helicase (BLM). RecQ-like DNA helicase BLM (Homo sapiens), P54132. recombinant BLM DNA unwinding, fluorescence dequenching. Potency, µM (highest dose often 56.1 µM), without a hit: top-dose activity change, negative = inhibition, most hits filed as inhibitors. hit rate 0.2% among 350,000. AID 2528, 2010;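 also: plate controls were vehicle for no effect and no enzyme for full effect; nearly all actives have a fitted effect of over 35% in size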
Active calls of the source: *; u = inconclusive; x = no result given; & = joins results of further samples; [ ] = another dose, or the depositor's remark. Calls follow the shape of the dose curve; as a rule, active = well fitted curve in the direction sought with a large enough effect; inconclusive = small, poorly fitted or top-dose-only effect, or another doubt; inactive = no such curve, though single readings can be large; an effect the other way counts as inactive or inconclusive. Potency is read from the fitted curve at half-maximal effect. Only part of the results is shown, so the mix of outcomes need not match the whole.

SMILES	APE1 inh	Pol iota inh	G9a block	Apoferritin bind	POLB inh	POLH inh	BAZ2B inh	POLK inh	BLM helicase inh
CC1(C)CC(=O)CC(=Nc2ccc3[nH]c(=O)[nH]c3c2)C1	3%	28%	26%[59 µM]	-6%	-3%	-21%	8%	0%	0%
O=C(CCc1ccccc1)N=C1SC2CS(=O)(=O)CC2N1Cc1ccccc1 (configuration not stated)	6%	25%	16%[59 µM]	-3%	29%	2%	-4%	-11%	-4%
CCn1cc(/C=C(\NC(=O)c2ccc(OC)cc2)C(=O)N2CCN(C)CC2)c2ccccc21	10%	2%	-7%[12.7 µM]	-12%	23%	-4%	-10%	8%	-1%
O=C(Nc1cc(Cl)ccc1N1CCOCC1)c1cc2ccccc2o1	67%[activator]	117%[activator]	30%	-3%	-12%	-5%	-12%	-1%	-3%
COc1cccc(NC(=O)CNC(=O)c2ccc(OC)c(OC)c2)c1	2%	2%	x	-2%	5%	5%	0%	-14%	-6%
COc1ccccc1Nc1cc(C(=O)N2CCc3ccccc3C2)c2ccccc2n1	-6%	x	9%	78%[activator]	4%	x	-12%	x	-17%
COc1ccc(C2=NS(=O)(=O)N(C)C(C(=O)N3CCOCC3)=C2)cc1OC	0%	28%	x	-24%	39%	-18%	13%	-4%	0%
COCCn1c(C)c(C)c2c(NCCc3ccccc3)ncnc21	-15%	-1%	28µM*	2%	51%	-11%	28µM*	3%	0%
CC(C)Cc1nnc(NS(=O)(=O)Cc2ccccc2)s1	3%	0%[58.9 µM]	-17%[12.7 µM]	-7%	2%	-8%	-6%	0%	1%
CCc1ccccc1NC(=O)CCC(=O)N1CCSc2ccccc21	-10%	24%	x	-19%	8%	-12%	7%	9%	-2%
CCCCn1c(N)c(N(CC(C)C)C(=O)c2ccc(N(C)S(=O)(=O)c3ccc(C)cc3)cc2)c(=O)[nH]c1=O	17%	26%	5%[0.501 µM]	x	x	-18%	5%	-15%	x
O=C(CSc1nnc2scc(-c3ccc(Cl)cc3)n12)NCc1ccco1	11%	4%[58.9 µM]	26%[59 µM]	-5%	21%	-12%	4%	-6%	-1%
CC(C)CC(=O)N1CC(=O)Nc2ccc(F)cc2C1c1ccccc1 (configuration not stated)	23%	-27%&26%	13%	-7%&-9%	30%&12%	-1%&-19%	-1%&1%	-10%&11%	0%&2%
CCOC(=O)C1CCN(c2cc(C)nc3ccc(OC)cc23)CC1	-3%	-17%	-23%	-19%	-11%	-7%	-31%	4%	17%
CCOC(=O)COc1cccc2c(=O)n(CC(=O)NCCc3ccccc3)ccc12	-4%	u	-11%	-12%	-14%	-6%	0%	7%	-3%
O=C(Cn1c(C(F)(F)F)nc2ccccc21)c1ccc(Cl)cc1	-3%	-4%	6%[59 µM]	0%	-1%	-2%	3%	-2%	-6%
CC(=O)NNc1ncnc2c1cnn2-c1ccc(C)c(C)c1	11%	55%[activator]	3%	-9%	u	-23%	-3%	-22%	0%
O=C1c2ccccc2NC(c2ccc(O)cc2)N1Cc1ccco1 (configuration not stated)	-3%	7%&10%	u	47%[activator]	9%	-2%	-36%	-8%&-16%	-17%
CCOC(=O)c1[nH]c(C)c(CCC(=O)Nc2cc(C)ccc2OC)c1C	x	-22%	-35%[59 µM]	-4%	-18%	3%	-11%	-11%[60.1 µM]	-2%
CN(Cc1ccccc1)S(=O)(=O)c1ccc(N2CCCC2=O)cc1	10%	31%[activator]	u	x	x	-21%	0%	-2%	x
Cc1ccccc1CN1CCN(CC(=O)NCc2ccccc2Cl)C1=O	x	20%	-5%[59 µM]	-7%	1%	-20%	-7%	3%[60.1 µM]	-5%
O=C(c1sc2ccccc2c1Cl)N(Cc1ccccc1)C1CCS(=O)(=O)C1 (configuration not stated)	-10%	-2%	10%	-18%	5%	-22%	-39%	-9%	-5%
C=C1CCC2[C@](C)(CO)[C@H](O)CC[C@@]2(C)[C@@H]1C/C=C1\C(=O)OC[C@H]1O (some centres not stated)	18%	13%	0%[12.7 µM]	x	x	-13%	11%	21%	x
Cc1cccc(N(C)C(=O)C2CCN(S(=O)(=O)c3cccc4nonc34)CC2)c1	x	41%[activator]	-4%[59 µM]	-4%	-2%	-16%	-37%	-7%[60.1 µM]	2%
Cc1cccc2c(N=Nc3ccc(S(=O)(=O)Nc4ccc(Cl)cc4)cc3[N+](=O)[O-])c(O)[nH]c12	-12%	7%	u	-9%	-2%	1%	-30%	-18%	-3%
O=c1[nH]cc(S(=O)(=O)Nc2ccc3c(c2)OCO3)c(=O)[nH]1	4%	17%	50µM*	x	x	-14%	-9%	-8%	x
O=C(c1ccccn1)N(Cc1cc2ccccc2[nH]c1=O)C1CCCCC1	5%	-12%	1%	-6%	1%	-12%	10%	-1%	2%
Cc1ccc(NC(=O)Cn2cc(S(=O)(=O)NC(C)C)c(S(=O)(=O)NC(C)C)c2)cc1Cl	x	3%	-10%[59 µM]	-13%	0%	-16%	2%[57.1 µM]	-11%	-7%
O=C(Nc1ccccc1)C1CC2CCCC(C1)C2=O (configuration not stated)	-1%	19%	-46%[12.7 µM]	-8%	6%	-8%	-2%	-9%[60.1 µM]	-2%
CC1Cc2nc(SCC(=O)NCCc3ccccc3)n(C)c(=O)c2S1 (configuration not stated)	-5%	0%	-4%[59 µM]	-1%	-4%	-5%	11%	-5%	-6%
NNC(=O)c1n[nH]c(=O)c2ccccc12	-4%	-26%	3%	4%	4%	-7%	-13%	-1%	0%
CN1CCN(CC(O)COc2ccc(Cl)cc2)CC1 (configuration not stated)	3%	-2%	56µM*	-4%	-3%	-15%	-7%	-1%	0%
CCCCc1ccc(/C=C(\C#N)C(N)=S)s1	-3%	23%	35µM*	u	u	-25%	45µM*	-9%	-11%
COc1ccc(S(=O)(=O)N2CCOCC2)cc1NC(=O)Cc1ccc2c(c1)OCCO2	u	11%	-16%[12.7 µM]	x	x	-15%	7%	-7%	x
CCC(=O)N1CCc2cc(S(=O)(=O)NCCC(=O)NC3CCCCCC3)ccc21	34%	13%	19%	-24%	35%	-13%	-3%	7%	1%
O=C(COC(=O)c1ccccc1C(=O)c1ccccc1)NCCc1ccccc1	1%	45%[activator]	9%[59 µM]	-15%	1%	-21%	-1%	-6%	-1%
Cc1ccc(N=C2C(=O)Nc3ccccc32)cc1	-5%	-2%	11%	1%	-2%	-11%	-15%	-4%	1%
Cc1ccc(C(=O)Nc2cc([N+](=O)[O-])ccc2F)s1	0%	19%	-9%[59 µM]	-9%	-1%	u	-6%	-1%	-2%
O=C(CCn1cccc1)Nc1cccc(F)c1	-3%	9%	u	u	7%	-10%	u	-3%	-3%
CC(=O)c1cc(-c2ccccc2)n(CC(=O)NC(C)(C)C)c1C	19%	3%	-32%	-3%	15%	-3%	50µM*	-5%	-5%

Full records as entered above. Values in the order: APE1 inh, Pol iota inh, G9a block, Apoferritin bind, POLB inh, POLH inh, BAZ2B inh, POLK inh, BLM helicase inh
`O=c1[nH]cc(S(=O)(=O)Nc2ccc3c(c2)OCO3)c(=O)[nH]1` as listed: 4%, 17%, 50µM*, x, x, -14%, -9%, -8%, x
`Cc1cccc(N(C)C(=O)C2CCN(S(=O)(=O)c3cccc4nonc34)CC2)c1` as listed: x, 41%[activator], -4%[59 µM], -4%, -2%, -16%, -37%, -7%[60.1 µM], 2%
`Cc1ccc(N=C2C(=O)Nc3ccccc32)cc1` as listed: -5%, -2%, 11%, 1%, -2%, -11%, -15%, -4%, 1%
`CCCCc1ccc(/C=C(\C#N)C(N)=S)s1` as listed: -3%, 23%, 35µM*, u, u, -25%, 45µM*, -9%, -11%
`CCC(=O)N1CCc2cc(S(=O)(=O)NCCC(=O)NC3CCCCCC3)ccc21` as listed: 34%, 13%, 19%, -24%, 35%, -13%, -3%, 7%, 1%

Later entries
SMILES	APE1 inh	Pol iota inh	G9a block	Apoferritin bind	POLB inh	POLH inh	BAZ2B inh	POLK inh	BLM helicase inh
CCOc1ccc(CCNC(=O)CCNC(=O)c2ccco2)cc1OCC	19%	23%	14%	0%	-3%	7%	-21%	-12%	0%
O=C(NC1(Cc2ccccc2)CCN(Cc2ccc(-c3ccccc3)cc2)C1=O)c1ccccc1 (configuration not stated)	-10%	u	0%[0.501 µM]	x	x	-8%	-5%	-20%	x
Cc1nnc(SCC(=O)NCc2ccccc2)[nH]c1=O	-5%	14%	23%[12.7 µM]	-6%	21%	0%	-7%	-14%	-1%
N#C/C(=N\Nc1ccccc1)C(N)=S	4%	31%[activator]	1.6µM*	-9%	0%	-4%	u	-5%	-2%
Cc1noc(C)c1COc1ccc(CC(=O)NC2CCCCCC2)cc1	-6%	31%[activator]	-22%	-18%	1%	-15%	-5%	-7%	-3%
CN(C)c1cc[n+](CC(=O)N2CCCc3ccccc32)cc1	0%	51%[activator]	-6%	-7%	26%	-20%	-16%	-9%	1%
COC(=O)c1cc(NC(C)=O)ccc1N1CCOCC1	7%	u	-4%[59 µM]	1%	6%	-11%	-7%	6%	-6%
COc1ccccc1N1CCN(S(=O)(=O)c2cn(C)nc2C)CC1	23%	21%	14%	-5%	2%	-9%	-14%	-2%	1%
CC(C)(C)SCCNC(=O)CN(c1ccc(F)c(Cl)c1)S(C)(=O)=O	1%	34%[activator]	-3%[59 µM]	-14%	6%	-11%	3%[57.1 µM]	-8%	-5%
O=C(NC1CCN(C(=O)Nc2ccccc2Cl)CC1)c1ccccc1	2%	34%[activator]	8%	-4%	19%	-16%	0%	-24%	-4%
Cn1cc(C(=O)NCCc2ccccc2)c(=O)c2cc(S(=O)(=O)N3CCCCCC3)ccc21	x	10%	-23%[59 µM]	-4%	-15%	-7%	x	-14%	-4%
CCCNC(=O)Cn1sc2nc(C)cc(C)c2c1=O	1%	26%	x	-5%	-1%	-26%	50µM*	6%	-2%
